# Compound activity deposited in PubChem BioAssay by several laboratories.
# HIF-2a block = inhibitors of HIF-2a | 786-0 RCC cells HIF-2a reporter, luciferase luminescence, overnight | inhibition, % at 18.8 µM | 0.72% of 360,000 active | AID 624352;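 active = inhibition of the luminescence signal of 40% or more relative to plate controls, in a single-dose primary screen at 18.75 µM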
# Shn3 inh set2 = reduces Shn3 3'UTR luciferase signal in osteoblasts | Clone20 osteoblast Shn3 3'UTR firefly luciferase, 24 h | inhibition, % at 12.5 µM | 0.52% of 360,000 active;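 active = mean inhibition of at least 75% with every replicate also reaching 75%; inconclusive = mean inhibition at least 75% but some replicate below; inactive = mean inhibition below 75%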;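 also: 0% = median of neutral control wells and 100% = pilot-screen positive control compound; some compounds past the cut are filed as inactive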
# TRPM1 prom inh = MITF TRPM1 promoter inhibition in SK-MEL-5 cells. inhibition, % at 12.5 µM. AID 488899. SK-MEL-5 TRPM1 promoter luciferase, 24 h. 0.83% of 330,000 active;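 active = mean inhibition across replicates of 60% or more, whatever share of single replicates reaches that level; inconclusive = some that reach 60%, reason not given; inactive = mean inhibition across replicates below 60%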; also: values of inactives mirror those of a sister screen read the other way
# Vif imaging = blocks HIV Vif function; HEK293T cells, Vif self-association by quenched fluorescence, imaging, 24 h; inhibition, % at 7.49 µM; 0.35% of 340,000 active; AID 602346; in the data active = inhibition above about 50%, passing the limit was not always enough; inconclusive = no clear call, values can overlap the other calls; inactive = below about 31%; also: some results filed as inactive read as strong as hits
# NR2E3 ag-1 = activates human photoreceptor nuclear receptor NR2E3. AID 2300. Q9Y5X4. inhibition of corepressor binding, % at 4.78 µM. 0.12% of 320,000 active. GST-NR2E3/biotin-RetCOR TR-FRET, 1536-well;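 active = percent inhibition above the cutoff of mean plus 3 SD of all tested compounds, set per screening campaign, cut at about 20% in these data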;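 also: 0% = DMSO wells and 100% = biotin wells as full block of FRET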
# Target sequence (Q9Y5X4 whole entry, looked up): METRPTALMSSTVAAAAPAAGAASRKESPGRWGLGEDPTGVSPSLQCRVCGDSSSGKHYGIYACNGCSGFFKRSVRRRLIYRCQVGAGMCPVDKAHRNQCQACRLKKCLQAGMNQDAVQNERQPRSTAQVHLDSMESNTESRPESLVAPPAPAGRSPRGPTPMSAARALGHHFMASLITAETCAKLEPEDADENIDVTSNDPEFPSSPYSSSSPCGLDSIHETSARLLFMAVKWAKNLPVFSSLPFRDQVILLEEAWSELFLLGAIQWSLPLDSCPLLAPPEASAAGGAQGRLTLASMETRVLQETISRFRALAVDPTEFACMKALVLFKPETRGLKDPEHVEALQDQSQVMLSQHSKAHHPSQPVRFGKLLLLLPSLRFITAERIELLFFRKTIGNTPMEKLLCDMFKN
#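 Material: NR2E3–RetCOR corepressor complex / Incubation: Compound–protein incubation for 5 h at 4 °C / Dosing: compound at 4.8 µM, single dose / Detection: time-resolved FRET / Benchmarks: high control biotin, low control 0.6% DMSO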
# KKLEB cytotox = reduces viability of KKLEB cystic fibrosis airway cells; KKLEB CF airway cells viability, ATPlite luminescence, overnight; hits give low values; cells stimulated with P. aeruginosa culture filtrate; activity change (cytotoxicity), % at 5 µM; 0.36% of 360,000 active; AID 602141;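 active = corrected activity change at or below -50% at 5 µM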
# CF NFkB block = inhibitors of cystic fibrosis induced NF-kB | KKLEB NF-kB-GFP reporter, PAF-induced, GFP fluorescence overnight | inhibition, % at 5 µM | 0.86% of 360,000 active;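 active = at least 50% inhibition at 5 µM, scaled per plate between neutral and stimulator controls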;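 also: PAF is a Pseudomonas aeruginosa culture filtrate used as stimulus; plate controls were PAF-stimulated DMSO wells for no effect and unstimulated DMSO wells for full effect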
# PDI inh = PDI (human) enzyme inhibition | P07237 | PDI insulin aggregation turbidity, A650, 90 min | inhibition, % at 10 µM | 0.052% of 350,000 active | AID 588391;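 active = mean inhibition across replicates of 30% or more, whatever share of single replicates reach that level; inconclusive = mean inhibition below 30% while every single replicate reaches 30%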;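 also: absorbance from insulin aggregation driven by PDI reduction with DTT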
# Target sequence (P07237 whole entry, looked up): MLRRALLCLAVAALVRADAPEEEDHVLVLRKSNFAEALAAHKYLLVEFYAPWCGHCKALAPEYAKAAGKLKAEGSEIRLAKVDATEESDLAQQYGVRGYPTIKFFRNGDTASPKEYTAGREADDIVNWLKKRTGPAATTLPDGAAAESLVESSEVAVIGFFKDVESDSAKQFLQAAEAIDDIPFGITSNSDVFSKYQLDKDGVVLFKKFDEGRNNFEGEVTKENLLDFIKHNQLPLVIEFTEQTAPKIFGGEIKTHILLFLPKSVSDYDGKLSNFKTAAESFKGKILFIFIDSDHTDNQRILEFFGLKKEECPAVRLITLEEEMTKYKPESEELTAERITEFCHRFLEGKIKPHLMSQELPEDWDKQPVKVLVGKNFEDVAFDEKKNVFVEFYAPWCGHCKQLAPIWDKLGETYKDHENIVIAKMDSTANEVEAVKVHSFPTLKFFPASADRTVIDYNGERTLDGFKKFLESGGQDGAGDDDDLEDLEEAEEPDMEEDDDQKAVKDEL
# CaV13 ICDI inh = Disruptors of the CACNA1D IQ motif to Ca2+-dependent inactivation inhibitor domain association, primary screening, Förster resonance energy transfer in intact living …; HEK cells, CFP/YFP FRET ICDI-IQ, plate reader, 10 min; percent FRET-ratio fall versus neutral wells; inhibition, % at 12.3 µM; 0.098% of 340,000 active; AID 743397;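 active = mean replicate inhibition of at least 30% and at least 1% of replicates passing that level; inconclusive = only one of the two criteria is met; inactive = neither criterion is met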;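 also: 0% = median of the neutral control wells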
# Peg3 promoter = reduces Peg3 promoter-driven luciferase expression in HeLa | HeLa PEG-Prom luciferase reporter, luminescence, overnight | inhibition, % at 20 µM | 1.7% of 360,000 active | AID 588405;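 active = inhibition of at least 50% at 20 µM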
# NR2E3 ag-2 = human photoreceptor-specific nuclear receptor agonism; Q9Y5X4; CHO-S Gal4-NCOR/VP16-NR2E3 two-hybrid, luciferase; inhibition of corepressor binding, % at 3.98 µM; 0.35% of 360,000 active; AID 602229;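 active = inhibition above the mean of all tested compounds plus 3 SD, cut at about 70% in these data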;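 also: 0% = DMSO with NR2E3 transfected cells and 100% = cells lacking NR2E3 construct; higher means lower luciferase signal from less NR2E3 corepressor binding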
# An asterisk follows results filed as active; u = inconclusive; x = not tested or not shown.
[1] CC[C@@]1(C(=O)OC)N[C@H](CN(C)C(=O)Nc2ccc(C)cc2)[C@@H]2C(=O)N(Cc3ccccc3)C(=O)[C@@H]21
[2] Cc1cccc(C)c1NC(=O)CCCSc1nc2ccccc2s1
[3] CCOC(=O)C(=CNc1ccc(N2CCCCC2)c(S(=O)(=O)Nc2ccccc2OC)c1)C(=O)OCC
[4] COc1ccc(N(CC(=O)Nc2ccccc2C(F)(F)F)C2=NC3CS(=O)(=O)CC3S2)cc1 (configuration not stated)
[5] N#C/C(=C\c1c(F)cccc1Cl)c1nn(-c2ccccc2)c(-n2cccc2)c1C#N
[6] COC(=O)c1ccc(CNC(=O)CSC(C)C(=O)Nc2cc(C)on2)cc1 (configuration not stated)

screen / no.	1	2	3	4	5	6
HIF-2a block	-4	-54	7	7	8	6
Shn3 inh set2	-8	1	49	-14	x	0
TRPM1 prom inh	-31	5	10	x	10	-1
Vif imaging	3	18	13	3	4	-7
NR2E3 ag-1	x	1	x	8	-2	7
KKLEB cytotox	4	5	9	-6	-16	-3
CF NFkB block	5	8	-1	29	9	8
PDI inh	2	4	3	x	7	-7
CaV13 ICDI inh	-5	-3	-6	-6	-5	-6
Peg3 promoter	-17	-40	11	5	19	4
NR2E3 ag-2	-14	-25	-8	-35	-2	4

[7] Cc1cc(C)c(C#N)c(Cl)n1
[8] O=C(c1cccc(S(=O)(=O)N2CCOCC2)c1)N(CCc1ccccc1)Cc1ccccc1
[9] Cn1c2c(c(=O)n(C)c1=O)C(C(F)(F)F)(C(F)(F)F)N=C(CCC1CCCCC1)N2
[10] CCc1cccc(OCCCn2ccnc2)c1
[11] O=C(NCc1nc2ccccc2[nH]1)C1=C[C@@H](C2CC2)C[C@@H](OCc2ccc(CO)cc2)O1
[12] CCCn1c2c(c(O)c(C(=O)NCc3ccccc3)c1=O)CCCC2

screen / no.	7	8	9	10	11	12
HIF-2a block	16	8	11	16	4	25
Shn3 inh set2	-96	11	47	17	11	-4
TRPM1 prom inh	-2	9	5	17	0	-2
Vif imaging	-3	-18	2	x	8	-8
NR2E3 ag-1	-2	4	3	-6	-1	0
KKLEB cytotox	4	1	7	7	-2	-8
CF NFkB block	-11	-8	24	-13	-16	28
PDI inh	0	3	-16	-9	-2	1
CaV13 ICDI inh	-2	-5	-5	-4	-5	-2
Peg3 promoter	-11	24	58*	10	1	4
NR2E3 ag-2	1	-39	10	-12	3	-9

# Another view of 10 compounds above.
# Every second line gives: HIF-2a block	Shn3 inh set2	TRPM1 prom inh	Vif imaging	NR2E3 ag-1	KKLEB cytotox	CF NFkB block	PDI inh	CaV13 ICDI inh	Peg3 promoter	NR2E3 ag-2
3) CCOC(=O)C(=CNc1ccc(N2CCCCC2)c(S(=O)(=O)Nc2ccccc2OC)c1)C(=O)OCC
    7	49	10	13	x	9	-1	3	-6	11	-8
4) COc1ccc(N(CC(=O)Nc2ccccc2C(F)(F)F)C2=NC3CS(=O)(=O)CC3S2)cc1 (configuration not stated)
    7	-14	x	3	8	-6	29	x	-6	5	-35
5) N#C/C(=C\c1c(F)cccc1Cl)c1nn(-c2ccccc2)c(-n2cccc2)c1C#N
    8	x	10	4	-2	-16	9	7	-5	19	-2
6) COC(=O)c1ccc(CNC(=O)CSC(C)C(=O)Nc2cc(C)on2)cc1 (configuration not stated)
    6	0	-1	-7	7	-3	8	-7	-6	4	4
7) Cc1cc(C)c(C#N)c(Cl)n1
    16	-96	-2	-3	-2	4	-11	0	-2	-11	1
8) O=C(c1cccc(S(=O)(=O)N2CCOCC2)c1)N(CCc1ccccc1)Cc1ccccc1
    8	11	9	-18	4	1	-8	3	-5	24	-39
9) Cn1c2c(c(=O)n(C)c1=O)C(C(F)(F)F)(C(F)(F)F)N=C(CCC1CCCCC1)N2
    11	47	5	2	3	7	24	-16	-5	58*	10
10) CCc1cccc(OCCCn2ccnc2)c1
    16	17	17	x	-6	7	-13	-9	-4	10	-12
11) O=C(NCc1nc2ccccc2[nH]1)C1=C[C@@H](C2CC2)C[C@@H](OCc2ccc(CO)cc2)O1
    4	11	0	8	-1	-2	-16	-2	-5	1	3
12) CCCn1c2c(c(O)c(C(=O)NCc3ccccc3)c1=O)CCCC2
    25	-4	-2	-8	0	-8	28	1	-2	4	-9

# Further records follow.
[13] CC1(C(=O)NS(=O)(=O)C2CC2)CCCN(C(=O)c2ccc(F)cc2Cl)C1 (configuration not stated)
[14] O=C(CCc1nc2ccccc2s1)N1CCN(c2ccccc2)CC1
[15] Cc1ccc(C(C)(C)C)c(OCCCn2ccnc2)c1
[16] CC(=O)OCCCNc1cc(Sc2ccc(Cl)cc2)c2nonc2c1[N+](=O)[O-]
[17] CCCOc1ccc(CNC(=O)c2ccc3nc(N4CCOCC4)sc3c2)cc1
[18] CS(=O)(=O)N1CCC(C(=O)Nc2ccc(C(F)(F)F)cc2)CC1

screen / no.	13	14	15	16	17	18
HIF-2a block	10	-11	10	79*	9	6
Shn3 inh set2	-8	-1	-14	u	16	5
TRPM1 prom inh	x	-7	4	75*	x	-25
Vif imaging	-6	5	x	-2	4	-10
NR2E3 ag-1	x	-1	0	2	3	-2
KKLEB cytotox	9	13	-3	-8	-2	8
CF NFkB block	-8	-16	2	70*	17	7
PDI inh	13	3	-4	4	21	3
CaV13 ICDI inh	-8	1	-5	-3	-6	-4
Peg3 promoter	2	11	18	103*	12	1
NR2E3 ag-2	-1	7	-51	8	-19	2

[19] Cc1cnn(-c2cc(Oc3ccccc3)ncn2)c1
[20] CCC(C)C(=O)N1CCCC(c2nc(-c3cccs3)no2)C1 (configuration not stated)
[21] CCCCNC(=O)C(C#N)c1nc2ccccc2nc1N1CCN(Cc2ccc3c(c2)OCO3)CC1 (configuration not stated)
[22] Cc1ccc(OCCCC(=O)NC(C)c2ccccc2)cc1 (configuration not stated)
[23] CCOC(=O)C1=C(CC)Nc2ccccc2N=C1NC(=O)c1ccc(S(=O)(=O)N(C)C)cc1
[24] Cc1ccc(Cc2nc(-c3ccncc3)no2)cc1

screen / no.	19	20	21	22	23	24
HIF-2a block	-240	-153	-6	11	-2	-68
Shn3 inh set2	-48	-68	33	5	-1	-6
TRPM1 prom inh	-85	-91	-37	4	10	-6
Vif imaging	x	-6	-4	0	4	-10
NR2E3 ag-1	-1	0	x	-1	1	6
KKLEB cytotox	2	9	-2	1	1	12
CF NFkB block	-8	-7	-10	-3	-6	-11
PDI inh	7	4	4	10	-10	-3
CaV13 ICDI inh	1	-5	x	0	-4	14
Peg3 promoter	-204	-144	17	15	20	-50
NR2E3 ag-2	-62	-65	-9	-39	-3	-70

[25] COc1ccc(C2(NC(C)=O)CCN(C(=O)c3cccs3)CC2)cc1
[26] O=C(c1ccco1)N1CCN(CC(=O)N(C2CCCCC2)C2CCS(=O)(=O)C2)CC1 (configuration not stated)
[27] CCOC(=O)C1CCCN(C(=O)c2cc(-c3ccccc3)cs2)CC1 (configuration not stated)
[28] COc1ccc(CCNC(=S)Nc2cccc(C)c2C)cc1
[29] Cc1cc(Cl)ccc1OCC(=O)N(Cc1ccco1)C1CCS(=O)(=O)C1 (configuration not stated)
[30] CN(C)CCCN1C(=O)CSC1c1ccccc1 (configuration not stated)

screen / no.	25	26	27	28	29	30
HIF-2a block	2	1	-2	9	31	5
Shn3 inh set2	2	5	-3	-15	-5	-8
TRPM1 prom inh	-4	3	x	-7	13	-10
Vif imaging	6	-7	-6	8	0	1
NR2E3 ag-1	7	0	x	2	-1	1
KKLEB cytotox	4	7	-5	2	-8	-4
CF NFkB block	-9	-2	-3	0	16	-46
PDI inh	-4	6	0	-2	8	7
CaV13 ICDI inh	-6	x	-6	x	-4	-7
Peg3 promoter	-13	3	-66	14	-2	16
NR2E3 ag-2	-18	-16	-12	-36	-16	22

[31] C/C(CC(=O)N1CCN(C=O)CC1)=N\NC(=O)c1ccc([N+](=O)[O-])cc1
[32] Cc1c(CC(=O)N[C@@H](C)C(=O)O)c(=O)oc2c(C)c3occ(-c4ccccc4)c3cc12
[33] CCOC(=O)[C@H]1[C@H]2COc3ccc(Cl)cc3[C@@H]2N2C(=O)[C@@H](C)NC(=O)[C@@]12C
[34] COc1ncccc1C(=O)N1CCCC(N2CCN(c3cccc(Cl)c3)CC2)C1 (configuration not stated)
[35] O=C(NC(=O)c1ccccc1)Nc1ccccn1
[36] Cn1cc(C(=O)Nc2ccc(Cl)c(Cl)c2)cn1

screen / no.	31	32	33	34	35	36
HIF-2a block	16	14	8	-25	75*	-184
Shn3 inh set2	17	-20	-28	-8	61	-21
TRPM1 prom inh	6	7	-2	0	81*	-33
Vif imaging	-3	-11	3	-9	-1	1
NR2E3 ag-1	3	x	x	2	2	2
KKLEB cytotox	8	-3	10	3	-22	-2
CF NFkB block	6	2	-16	18	12	-6
PDI inh	22	10	-6	2	-5	4
CaV13 ICDI inh	-5	-21	-5	-5	x	-20
Peg3 promoter	-4	-6	9	-12	90*	-107
NR2E3 ag-2	-3	28	-56	11	-76	-54

[37] NCCCC[C@H]1CNC(=O)C(=O)N1CCCCC1CCCCC1
[38] COc1ccccc1-c1csc(Nc2ccc(Oc3ccccc3)cc2)n1
[39] N#Cc1c(NC(=O)COC(=O)c2ccc(S(=O)(=O)N3CCCC3)cc2)sc2c1CCCCC2
[40] Cc1ccc(NC(=O)C(=O)Nc2ccccn2)cc1
[41] CNCc1c(OCc2ccc(F)cc2)ccc2ccccc12
[42] CCOC(=O)Cc1nnc(NC(=O)c2ccco2)s1
[43] Cc1noc(C)c1S(=O)(=O)NC(=O)C1(C)CCN1C(=O)Cc1ccc(-c2ccccc2)cc1 (configuration not stated)
[44] CSc1ncccc1C(=O)OCC(=O)NCc1ccc2c(c1)OCO2

screen / no.	37	38	39	40	41	42	43	44
HIF-2a block	2	-198	-74	25	5	-1	6	14
Shn3 inh set2	-5	-7	-13	13	17	-6	-8	9
TRPM1 prom inh	-1	x	-10	3	-3	6	x	4
Vif imaging	-2	-2	-1	4	2	-1	x	3
NR2E3 ag-1	3	x	-3	2	1	2	x	3
KKLEB cytotox	6	17	-4	-12	-9	6	2	-17
CF NFkB block	-10	-57	8	-2	-7	-14	-1	8
PDI inh	-3	x	-8	3	4	-2	-18	-10
CaV13 ICDI inh	-7	x	-4	-2	-24	-1	-7	-4
Peg3 promoter	-10	-121	-62	0	1	-5	9	18
NR2E3 ag-2	-4	-50	11	-105	-10	-34	5	-27
